Compound activity as filed in PubChem.
NPSR antagonist: blocks cAMP signaling of the human neuropeptide S receptor. CHO-NPSR cells, cAMP TR-FRET, antagonist mode. Potency, µM (series often up to 38.3 µM), inactives show at the highest dose activity change, negative = inhibition, actives largely listed as inhibitors. hit rate 1% among 220,000; note: potency is the fitted concentration of half-maximal effect; % is set by controls: 0 for no effect and ±100 for the full control effect; nearly all actives have a fitted effect of over 50% in size; many of its hits are not listed in these tables
Target sequence (Q6W5P4 whole entry, looked up): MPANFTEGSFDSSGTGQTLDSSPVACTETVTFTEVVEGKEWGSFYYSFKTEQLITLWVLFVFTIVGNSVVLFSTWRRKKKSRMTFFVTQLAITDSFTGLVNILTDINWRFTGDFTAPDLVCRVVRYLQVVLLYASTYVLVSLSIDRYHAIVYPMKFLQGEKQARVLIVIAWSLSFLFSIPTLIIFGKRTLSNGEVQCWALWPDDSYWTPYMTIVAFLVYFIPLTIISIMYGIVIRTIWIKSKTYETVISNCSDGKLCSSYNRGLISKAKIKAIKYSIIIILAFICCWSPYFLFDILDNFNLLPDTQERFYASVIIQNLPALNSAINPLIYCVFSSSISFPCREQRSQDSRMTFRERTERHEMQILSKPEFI
TR SRC2 fluor cs: alters Texas Red total fluorescence, flagging assay interference | AID 1479 | Potency, µM (highest dose often 106 µM), for inactives: at the top dose fluorescence change, negative = quenching | hit rate 0.29% among 280,000 | TRb/SRC2 Texas Red total fluorescence interference; active = well fitted curve in either direction with a large enough effect; inconclusive = small, poorly fitted or top-dose-only effect; note: potency is the fitted concentration of half-maximal effect; % is set by controls: 0 for no effect and ±100 for the full control effect
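Flags fluorescent or light-absorbing compounds by total fluorescence, S + 2P, at 555 nm excitation and 632 nm emission. Mixture: 20 nM Texas Red SRC2 peptide, 0.6 uM human TRb LBD, 1 uM T3, 5% DMSO; compound exposure 5 h at ambient temperature.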
Tau fluor counter: counter-screen for tau fibril formation inhibitors; tau K18 P301L (four-repeat tau fragment) Alexa594 fluorescence, heparin fibrillization; Potency, µM (doses to about 57.7 µM), inactives show top-dose activity change, negative = decrease; hit rate 0.93% among 280,000; AID 1463; note: potency is the fitted concentration of half-maximal effect; % is set by controls: 0 for no effect and ±100 for the full control effect; nearly all actives have a fitted effect of over 55% in size
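Human K18 P301L tau (15 uM unlabeled plus 0.24 uM Alexa 594-labeled, final) in 100 mM sodium acetate pH 7 was mixed with compound and 20 uM heparin and incubated 6 hr at 37 C.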
aGal spleen mod: inhibitors or activators of human alpha-galactosidase in spleen homogenate | Potency, µM (doses to about 80 µM), for inactives: top-dose activity change, negative = inhibition, usual class: inhibitors | P06280 | human spleen homogenate, 4MU-alpha-Gal fluorescence, 40 min | hit rate 0.008% among 240,000 | AID 2107;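 note: potency is the fitted concentration of half-maximal effect; 0% = enzyme with vehicle and -100% = no enzyme basal signal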
Target sequence (P06280 32-429 limits assumed): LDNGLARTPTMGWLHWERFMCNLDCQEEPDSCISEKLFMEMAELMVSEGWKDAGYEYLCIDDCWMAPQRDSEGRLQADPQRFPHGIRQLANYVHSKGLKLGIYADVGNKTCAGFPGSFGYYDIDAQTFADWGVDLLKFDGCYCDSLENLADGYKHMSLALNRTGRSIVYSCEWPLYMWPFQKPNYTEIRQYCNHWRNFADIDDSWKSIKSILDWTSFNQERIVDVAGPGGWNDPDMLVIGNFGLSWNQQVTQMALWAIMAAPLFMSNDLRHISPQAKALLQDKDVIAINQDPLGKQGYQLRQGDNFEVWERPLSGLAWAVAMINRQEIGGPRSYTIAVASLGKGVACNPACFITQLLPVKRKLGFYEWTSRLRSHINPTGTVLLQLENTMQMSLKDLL
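Human spleen homogenate (1 ug) was the enzyme source, with 4-methylumbelliferyl-alpha-D-galactopyranoside (1 mM final) in pH 5.0 citrate buffer with 0.01% Tween-20. Compounds were titrated; after 40 min at 37C, NaOH/glycine stop, 4-MU fluorescence read; AC50 from Hill fits.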
Epigenetic reg: epigenetic control regulation, reporter derepression | murine LDR cells, GFP reporter derepression, 30 h | Potency, µM (doses to about 53.9 µM), inactives show top-dose GFP activation, usual class: activators | hit rate 0.2% among 280,000; note: potency is the fitted concentration of half-maximal effect; % of control where 0% means no effect; nearly all actives have a fitted effect of over 60% in size
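Murine LDR cells carrying a silenced, genomically integrated CMV-driven GFP reporter were exposed to compound for 30 hours at 37 C. After PBS washes, GFP-positive cells (20–120 um objects) were counted by laser-scanning microplate cytometry.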
Tau fibril FP: tau fibrillization inhibition (FP). P10636. K18 P301L tau heparin fibrillization, Alexa594 FP, 6 h. Potency, µM (doses to about 57.7 µM), without a hit: at the top dose activity, negative = inhibition, hits mostly inhibitors. hit rate 0.39% among 280,000; note: potency is the fitted concentration of half-maximal effect; % is set by controls: 0 for no effect and ±100 for the full control effect; nearly all actives have a fitted effect of over 55% in size
Target sequence (P10636 561-689 P618L limits assumed): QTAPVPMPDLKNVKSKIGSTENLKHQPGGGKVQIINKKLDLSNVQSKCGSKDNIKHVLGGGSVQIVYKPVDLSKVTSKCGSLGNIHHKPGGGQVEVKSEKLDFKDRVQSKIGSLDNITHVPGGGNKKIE
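Human K18 P301L fragment (15 uM unlabeled plus 0.24 uM Alexa 594-labeled) in 100 mM sodium acetate pH 7 with compound, aggregation induced by 20 uM heparin for 6 hr at 37 C. ThT (30 uM) added for 1 hr, then Alexa 594 FP read.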
TRb-SRC2 inh: disrupts binding of human TR beta to SRC2 | TRbeta-SRC2 peptide binding, fluorescence polarization; receptor liganded with 1 µM T3 | AID 1469 | Potency, µM (titrated, usually from 106 µM), for the others: at the highest dose activity change, negative = inhibition, usual class: inhibitors | hit rate 0.065% among 280,000;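 note: potency is the fitted concentration of half-maximal effect; plate controls were bound peptide for no effect and peptide without receptor for full effect; nearly all actives have a fitted effect of over 50% in size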
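Human TRb LBD (0.6 uM) plus Texas Red-labeled SRC2 peptide (20 nM), 1uM T3, 5% DMSO, 5 hr at ambient temperature. Decreased polarization (555/632 nm) flags inhibition; data normalized to free and bound peptide controls.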
CBFb-RUNX1 inh: CBF-beta/RUNX1 interaction disruption; Q01196+Q13951; AlphaScreen CBFb-His/RUNX1-biotin binding, biochemical; Potency, µM (top dose mostly 59.8 µM), for inactives: top-dose activity, negative = inhibition, usual class: inhibitors; 230,000 tested, under 10 active; AID 1477; note: % of control where 0% means no effect
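AlphaScreen binding: CBFb-His and RUNX1-biotin (30 nM each) preincubated 20 min, compound added for 15 min, then nickel and streptavidin beads for 90 min, all at room temperature. Disruption of the interaction by any mechanism counts as activity.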
* hit, by the source's call; u = inconclusive; x = not tested or not shown; & = joins results of further samples; [ ] = another dose, or the depositor's remark. Unless noted, calls come from the whole dose curve; as a rule, active = well fitted curve in the direction sought with a large enough effect; inconclusive = small, poorly fitted or top-dose-only effect, or another doubt; inactive = no such curve, though single readings can be large; an effect the other way counts as inactive or inconclusive. Some of the compounds tested, so the mix of outcomes need not match the whole.

SMILES | NPSR antagonist | TR SRC2 fluor cs | Tau fluor counter | aGal spleen mod | Epigenetic reg | Tau fibril FP | TRb-SRC2 inh | CBFb-RUNX1 inh
CCOC(=O)c1c(S(=O)(=O)N2CCC(C(=O)Nc3ccc(C)cn3)CC2)c(C)n(C)c1C | x | -2% | -8% | x | 0.0% | -3% | -1% | x
COc1ccc(C(=O)O/N=C(\C)c2cnccn2)cc1 | 11% | -4% | 0% | -1% | -0.1% | 0% | -3% | 5%
Cc1ccc(CN2C(=O)C3(c4ccccc42)N(c2cccc(F)c2)C(=O)CS3(=O)=O)cc1 (stereo not given) | x | -3% | -28% | x | 0.0% | -12% | 9% | x
COC(=O)CSc1nnc(SCc2ccccc2)s1 | -6%[46.1 µM] | -1% | -2% | 1% | 1.5% | 5% | -13% | 10%
Cc1cc(C)nc(NC(=O)c2ccc(Cl)c(Cl)c2)n1 | 0%[46.1 µM] | 3% | -7% | 6% | 1.1% | -6% | 2% | -2%
Cc1ccc(C)c(-n2c(N)c(C(N)=O)sc2=S)c1 | -21%[46.1 µM] | 2% | -16% | 11% | -1.1% | -6% | -17% | -1%
Cc1ccc(OCC(=O)Nc2cccc(S(=O)(=O)N3CCOCC3)c2)c([N+](=O)[O-])n1 | 2% | 1% | -7% | -10% | -1.5% | -3% | -5% | 6%
CCOCCn1c(=NC(=O)/C=C/c2ccccc2Cl)sc2cc(NC(C)=O)ccc21 | -4%[46.1 µM] | -1% | 7% | -9% | 1.0% | 6% | -7% | -11%
Cc1cc(Br)ccc1NC(=O)C1CCCN(S(=O)(=O)c2cccc3nonc23)C1 (stereo not given) | x | -2% | -7% | x | u | 9% | 3% | x
COC(=O)c1cc(S(=O)(=O)NCc2ccc(S(N)(=O)=O)cc2)oc1C | -18% | -4% | -11% | -12% | 0.0% | 1% | 0% | 1%
O=C(CCc1nnc2n(Cc3ccccc3Cl)c(=O)c3ccccc3n12)Nc1ccccc1 | x | -14% | 3% | x | 2.7% | -7% | 5% | x
O=C(NC(C(=O)N/N=C/c1ccccc1)c1n[nH]c(=O)c2ccccc12)c1ccccc1 (stereo not given) | -25%[46.1 µM] | -2% | -5% | -10% | -2.1% | 0% | -6% | -1%
O=C(N/N=C/c1cc2cc3c(cc2nc1Cl)OCO3)c1ccncc1 | 1% | -5% | -14% | 9% | 0.1% | -8% | -8% | 2%
Cc1c(C(=O)N2CCCC2)nnn1-c1nonc1N | -6%[46.1 µM] | -3% | -3% | 7% | 0.0% | -10% | -5% | 8%
O=C(CCN1CCc2ccccc2C1)c1ccc2c(c1)OCCO2 | -11%[46.1 µM] | -4% | 8% | 3% | -1.0% | -4% | 10% | 5%
CCOc1ccc(OCC)c(NC(=O)CCc2nc3cccnc3n2-c2ccccc2)c1 | x | -2% | -22% | x | 2.2% | 7% | -1% | x
Cc1c(C(=O)NC2=NCCS2)oc2ccccc12 | -9%[46.1 µM] | 1% | 1% | -4% | 0.0% | -1% | 3% | 3%
Cc1ccc(NC(=O)COc2ccc(/C=N/NC(=O)CSCc3ccccc3)cc2)cc1 | -15%[46.1 µM] | -6% | u | -3% | 5.3% | u | 7% | 2%
COc1ccc(OC)c(Nc2ccc(Nc3cc(OC)ccc3OC)nn2)c1 | -13% | -8% | 13µM*[quencher] | 0% | -1.0% | u | -2% | u
Cc1cc(-c2nnc(CCC(=O)N(CC3CCC3)CC3CCCO3)o2)no1 (stereo not given) | -18% | -3% | -11% | -8% | 2.1% | -6% | 0% | 4%
CC(C)Oc1ccccc1-c1nc(SCC(=O)c2ccc(F)cc2)n[nH]1 | x | -19% | -30% | x | -2.2% | -4% | -1% | x
COc1ccc(/C(O)=C2/C(=O)C(=O)N(c3ccccn3)C2c2ccc(OC)c(OC)c2)cc1 (stereo not given) | -12% | -2% | 3% | -7% | 3.9% | 2% | -9% | -2%
COC(=O)C1=C(C(=O)OC)[C@@H]2N(C)c3ccccc3[C@@]23C[C@@H](C(=O)OC)N(C(=O)COCc2ccccc2)C3=N1 | 12% | 1%[11.2 µM] | -9%[11.6 µM] | 1%[17.5 µM] | 2.5% | 1%[11.6 µM] | 1%[11.2 µM] | 2%[13.1 µM]
Cc1c(C(=O)N2CCC(C)CC2)c(S(=O)(=O)Nc2cccc(C(F)(F)F)c2)c(C)n1C | x | -1% | 0% | x | -3.4% | 5% | -3% | x
O=C(Nc1ncc(C(F)(F)F)cc1Cl)C1COc2ccccc2O1 (stereo not given) | -9%[46.1 µM] | 0% | 0% | 0% | -1.0% | 5% | 7% | 10%
COc1ccc(S(=O)(=O)NCc2cc(-c3ccccc3Cl)no2)cc1 | -5% | -1% | -6% | -6% | -0.3% | -2% | 1% | 8%
CCN(CCn1cccn1)C(=O)CC1C(=O)NCCN1Cc1ccc(F)c(F)c1 (stereo not given) | -15% | -4% | -13% | -1% | 1.1% | -4% | -7% | 2%
COc1ccccc1NS(=O)(=O)c1ccc(NC(=O)Cc2cccs2)cc1 | -5% | -1% | u | -7% | -2.0% | -15% | 8% | 4%
Cc1cccc(Oc2c([N+](=O)[O-])c(=O)n(C)c3ccccc23)c1 | u | -2% | u | -5% | u | u | 3% | 8%
Cc1cc(C)cc(OC(=O)C23CCC(C)(C(=O)O2)C3(C)C)c1 (stereo not given) | 23% | -6% | 2% | -6% | 1.1% | 5% | 1% | 8%
OCCN(Cc1ccccc1)Cc1ccccc1Cl | -30%[46.1 µM] | 1% | -2% | -5% | -1.0% | 2% | 13% | 13%
CC(=O)c1cnc(-c2ccccn2)s1 | 9% | -2% | 4% | 3% | -0.3% | 3% | 5% | -14%
C=CCn1c(Cc2cccs2)nnc1SCC(=O)NCc1ccco1 | -13%[46.1 µM] | -2% | -13% | -5% | 0.9% | 2% | -10% | -12%
COc1ccc(C2NC(=S)NC3=C2CCc2ccccc23)cc1OC (stereo not given) | 1% | 1% | -13% | -7% | -1.1% | -9% | -14% | -8%
O=C(CNCc1ccccc1Cl)NCc1ccco1 | 17% | -7% | -1% | -8% | -1.3% | 3% | -9% | 1%
O=C(Nc1ccc2c(c1)OCCO2)C(=S)NCc1ccccc1 | -13% | -9% | u | 14% | 1.3% | u | 1% | -24%
CCOC(=O)c1cc2c(=O)n3cc(C)ccc3nc2n(Cc2cccnc2)c1=N | -16%[46.1 µM] | -1% | 2% | 12% | -1.0% | -2% | 2% | 3%
Cc1c(C)n(Cc2ccccc2)c2ncnc(N)c12 | -12%[46.1 µM] | 1% | -7% | 0% | 0.6% | 2% | -15% | 9%
COc1ccc(-c2noc(CN3CCCC(OCc4ccccn4)C3)n2)cc1 (stereo not given) | 35% | 1% | -21% | 5% | -1.8% | -1% | -7% | 5%
COCC(=O)NCCc1nc(-c2ccccc2)cs1 | -13%[46.1 µM] | -3% | -5% | -4% | -1.0% | -7% | -10% | 7%
Cc1c(C(=O)OC2CCCCCC2)[nH]c2c1C(=O)CC(c1ccc(Cl)cc1)C2 (stereo not given) | x | -1% | -10% | x | 4.6% | -7% | 0% | x
Cc1ccc(CNc2nc3ccccc3n3cnnc23)cc1 | -11%[46.1 µM] | u | -14%&-18% | 10% | 1.4%&-1.0% | -4%&9% | 0%&-7% | -3%
O=C1CC(c2cccs2)CC2=C1C(c1ccccc1)n1ncnc1N2 (stereo not given) | -10%[46.1 µM] | 0% | -3% | u | 1.2% | -4% | 1% | 8%
COc1ccc(Sc2cc(C(F)(F)F)nc(-c3ccccn3)n2)cc1 | -11%[46.1 µM] | -5% | -5% | -2% | -1.1% | -7% | 2% | -4%
O=C(CCCN1C(=O)/C(=C/c2cccs2)SC1=S)NNC(=O)c1ccncc1 | -7% | 0% | 8% | 10% | -2.2% | 6% | 18% | u
Cc1cccc(C)c1OCc1nc2c3c(-c4ccccc4)c(-c4ccccc4)oc3ncn2n1 | x | 0% | -8% | x | -1.6% | -3% | 3% | x
CCOC(=O)c1c(C)[nH]c(C(=O)COC(=O)c2[nH]c(C)c(C(C)=O)c2C)c1C | 6%[46.1 µM] | -1% | -17% | -10% | 4.2% | -1% | 1% | -2%
Cc1ccc(-c2c3c(=O)n(C)c(=O)n(C)c3cn2N2CCOCC2)cc1 | -14%[46.1 µM] | -3% | -3% | -3% | -1.0% | 5% | -18% | -2%
Cc1ccc(S(=O)(=O)C2(C(=O)Nc3ccc(C(C)C)cc3)CC2)cc1 | -15% | 0%&7% | -22%&-25% | -17% | -0.5%&-1.8% | 4%&-3% | -1%&6% | 10%
Cc1ccc(OC(=O)C2c3ccccc3Oc3ccccc32)cc1C | 16% | 2% | 0% | 9% | 0.0% | -1% | 3% | -4%
CCCCOc1ccc(S(=O)(=O)NNC(=O)C2Cc3c(ccc4ccccc34)O2)cc1 (stereo not given) | -9%[46.1 µM] | -1% | -24% | -1% | 1.0% | 9% | -2% | 7%
Cc1nc(SCC(=O)c2ccc(F)cc2)n[nH]1 | 9%[46.1 µM] | -2% | -2% | 3% | -0.7% | -11% | -8% | -1%
Cc1noc(/C=C/N(C)C)c1S(=O)(=O)N1CCc2ccccc21 | -18%[46.1 µM] | 6% | -24% | 4% | 0.0% | 6% | 5% | 6%

Some of these compounds in order of heavy-atom count, high to low.
SMILES | NPSR antagonist | TR SRC2 fluor cs | Tau fluor counter | aGal spleen mod | Epigenetic reg | Tau fibril FP | TRb-SRC2 inh | CBFb-RUNX1 inh
O=C(CCCN1C(=O)/C(=C/c2cccs2)SC1=S)NNC(=O)c1ccncc1 | -7% | 0% | 8% | 10% | -2.2% | 6% | 18% | u
Cc1ccc(S(=O)(=O)C2(C(=O)Nc3ccc(C(C)C)cc3)CC2)cc1 | -15% | 0%&7% | -22%&-25% | -17% | -0.5%&-1.8% | 4%&-3% | -1%&6% | 10%
Cc1ccc(CNc2nc3ccccc3n3cnnc23)cc1 | -11%[46.1 µM] | u | -14%&-18% | 10% | 1.4%&-1.0% | -4%&9% | 0%&-7% | -3%
